Screening results deposited in PubChem by National Center for Advancing Translational Sciences (NCATS).
IL-2 act: IL-2 activation. IL-2 activation reporter assay, cell-based qHTS; stimulated with anti-CD3/CD4/CD28 beads; in transgenic mouse T cells. activation, % (series mostly up to about 46 µM). actives 0.065% (n = 360,000); in the data active = activation above about 50%; inconclusive = mostly about 30% to 49%; note: 0% is about no effect
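Readout is EGFP and DsRed signal by fluorescent plate cytometry after 18 h at 37 degrees C. Transgenic mouse T cells (750/well) received compound for 60 min before bead stimulation (anti-CD3, anti-CD4, anti-CD28); memory T cells served as non-tolerant control.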
TGFb inhibitor: blocks TGF-b signaling; HepG2 CAGA-GFP TGF-b/SMAD3 reporter, GFP fluorescence, 18 h; TGF-beta stimulated, 500 pg/mL final; Potency, µM (titrated, usually from 46.1 µM), for the others: at the top dose activity, negative = inhibition, actives largely listed as inhibitors; actives 1.2% (n = 410,000); AID 588855; note: potency is the fitted concentration of half-maximal effect; % is set by controls: 0 for no effect and ±100 for the full control effect; nearly all actives have a fitted effect of over 65% in size
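First, reporter cells (HEPG2 CAGA-GFP) rested 2 h at 37 degrees C. Next, compounds were pinned in and TGF-beta added to 500 pg/mL final. After 18 h, GFP was imaged per cell and summed per well.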
A549 tox: A549 cytotoxicity, counter-screen for Nrf2 inhibitors. actives 0.16% (n = 390,000). A549 ARE-Fluc cells, CellTiter-Fluor viability, 18-24 h. Potency, µM (doses to about 46 µM), inactives show top-dose activity change, negative = cytotoxicity, actives largely listed as inhibitors; note: potency is the fitted concentration of half-maximal effect; % is set by controls: 0 for no effect and ±100 for the full control effect
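A549 ARE-Fluc cells in 5% FBS OPTI-MEM, 5000 cells/well, rested 2 h then exposed to compounds in concentration-response for 18-24 h at 37 °C. Viability by CellTiter-Fluor fluorescence (Ex 405/Em 525) after 30 min; luciferase luminescence (BugLite, 15 min, RT) read afterwards.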
ATXN2 expr inh: inhibitors of ATXN2 expression | Potency, µM (top dose mostly 57 µM), without a hit: at the top dose activity change, negative = inhibition, usual class: inhibitors | actives 0.72% (n = 360,000) | HEK-293 ATXN2-luciferase reporter, luminescence, 24 h; note: potency is the fitted concentration of half-maximal effect; % is set by controls: 0 for no effect and ±100 for the full control effect; nearly all actives have a fitted effect of over 55% in size
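qHTS (up to 57 uM final) was run with 24 h compound exposure of reporter cells at 37 °C. Each well was multiplexed: SteadyGlo luminescence measured ATXN2-luciferase expression after a fluorogenic Gly-Phe-AFC viability readout (25 uM final).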
ATXN viability: reduces viability in counter-screen for ATXN expression inhibitors; S2 cells (HEK-293 line with an ATXN2-luciferase reporter) viability, CellTiter-Fluor protease fluorescence, 24 h; Potency, µM (titrated, usually from 56.7 µM), usual class: cytotoxic; actives 0.49% (n = 400,000); AID 651635; note: potency is the fitted concentration of half-maximal effect; nearly all actives have a fitted effect of over 40% in size
Nrf2 inh: blocks Nrf2 signaling; A549 ARE-Fluc reporter, luciferase luminescence, 18-24 h; Potency, µM (top dose mostly 46 µM), without a hit: at the highest dose activity change, negative = inhibition, most hits filed as inhibitors; actives 2.1% (n = 360,000); note: potency is the fitted concentration of half-maximal effect; % is set by controls: 0 for no effect and ±100 for the full control effect; nearly all actives have a fitted effect of over 60% in size
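Nrf2 function is reported as luminescence of an ARE-controlled luciferase in A549 cells. Compounds were tested at several concentrations, and a CellTiter-Fluor read on the same wells flagged cytotoxicity.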
HepG2 tox: kills HepG2 cells in TGF-b inhibitor counter-screen. HepG2 CAGA-GFP viability, ATP luminescence, 18 h. Potency, µM (titrated, usually from 46.1 µM), without a hit: at the top dose activity change, negative = cytotoxicity, most hits filed as cytotoxic. actives 0.76% (n = 410,000); note: potency is the fitted concentration of half-maximal effect; some results filed as inactive show a strong effect at the top dose
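HepG2 CAGA-GFP cells (1000/well, DMEM with 1% FBS) received compound, then TGF-beta at 500 pg/mL final, and were incubated 18 hours at 37 degrees C. Viability was read by CellTiter-Glo luminescence. Media-only wells were set as complete cell-killing and DMSO as no toxicity.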
Nrf2 activator: activates Nrf2 signaling; AREc32 ARE-luciferase reporter (MCF7-derived line), luminescence, 24 h; Potency, µM (doses to about 46.1 µM), for inactives: top-dose activation, most hits filed as activators; actives 0.31% (n = 410,000); note: potency is the fitted concentration of half-maximal effect; % of control where 0% means no effect; nearly all actives have a fitted effect of over 65% in size
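ARE activation measured as luciferase luminescence (Steady-Glo, 30 min RT) in AREc32_Fluc cells after 24 hr compound exposure at 37 deg C, 5% CO2; cells seeded overnight at 1000/well in OPTI-MEM, 5% FBS.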
EPAC2 agonist: agonists of human EPAC2 (RAPGEF4); Q8WZA2; EPAC2 activation, biochemical qHTS; response scale: 100% = 6.5 mM cAMP response; Potency, µM (titrated, usually from 154 µM), without a hit: at the highest dose activation, usual class: activators; actives 0.079% (n = 360,000); note: potency is the fitted concentration of half-maximal effect; nearly all actives have a fitted effect of over 50% in size
Target sequence (Q8WZA2 whole entry, looked up): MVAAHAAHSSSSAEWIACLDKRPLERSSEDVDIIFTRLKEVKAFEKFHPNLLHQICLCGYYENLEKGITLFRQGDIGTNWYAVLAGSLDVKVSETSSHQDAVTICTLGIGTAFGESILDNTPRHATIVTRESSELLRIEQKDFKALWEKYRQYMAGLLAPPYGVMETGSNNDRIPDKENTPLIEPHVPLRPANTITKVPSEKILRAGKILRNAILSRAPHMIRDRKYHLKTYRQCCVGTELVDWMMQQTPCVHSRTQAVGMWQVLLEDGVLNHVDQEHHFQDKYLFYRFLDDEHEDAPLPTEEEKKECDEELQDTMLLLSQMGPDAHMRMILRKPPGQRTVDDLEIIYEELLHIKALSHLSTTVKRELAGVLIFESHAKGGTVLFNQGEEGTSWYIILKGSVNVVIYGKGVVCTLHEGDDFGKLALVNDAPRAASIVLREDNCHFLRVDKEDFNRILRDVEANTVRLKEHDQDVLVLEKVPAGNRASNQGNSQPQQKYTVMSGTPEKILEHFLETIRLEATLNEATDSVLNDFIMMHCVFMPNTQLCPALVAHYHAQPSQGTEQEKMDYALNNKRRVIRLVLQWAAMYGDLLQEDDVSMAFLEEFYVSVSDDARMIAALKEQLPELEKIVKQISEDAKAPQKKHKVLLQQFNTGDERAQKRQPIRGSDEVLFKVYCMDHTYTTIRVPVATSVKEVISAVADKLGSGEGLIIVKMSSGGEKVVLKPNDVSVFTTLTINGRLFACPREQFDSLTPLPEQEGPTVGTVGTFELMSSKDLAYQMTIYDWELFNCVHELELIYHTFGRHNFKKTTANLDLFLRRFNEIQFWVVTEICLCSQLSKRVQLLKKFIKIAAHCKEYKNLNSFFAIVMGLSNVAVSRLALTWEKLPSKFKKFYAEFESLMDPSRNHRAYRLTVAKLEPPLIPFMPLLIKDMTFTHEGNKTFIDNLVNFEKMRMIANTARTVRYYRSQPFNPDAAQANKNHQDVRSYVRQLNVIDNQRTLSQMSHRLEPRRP
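Nucleotide exchange monitored as fluorescence drop when BODIPY-GDP leaves Rap1B. Reaction: 100 nM EPAC2, 250 nM RAP1B-BODIPY-GDP, 50 uM GDP, room temperature, kinetic read over 30 min. Activity expressed relative to 6.5 mM cAMP.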
Numbers without * were called inactive; i = inactive; u = inconclusive; x = not tested or not shown; & = joins results of further samples; [ ] = another dose, or the depositor's remark. Unless noted, calls come from the whole dose curve; as a rule, active = well fitted curve in the direction sought with a large enough effect; inconclusive = small, poorly fitted or top-dose-only effect, or another doubt; inactive = no such curve, though single readings can be large; an effect the other way counts as inactive or inconclusive. Not a hit list; about 4.3% have a hit in one of these screens.

Second line of a record: IL-2 act | TGFb inhibitor | A549 tox | ATXN2 expr inh | ATXN viability | Nrf2 inh | HepG2 tox | Nrf2 activator | EPAC2 agonist
O=c1[nH]c(COc2ccc(Br)cc2Cl)nc2ccccc12
 : -3.6 | -26.8% | 0.3% | 35.5%[activator] | i | u | -21.6% | -0.2% | -0.9%
COc1ccccc1C(=O)Nc1nnc(-c2ccccc2)s1
 : 0.1 | u | 8.4% | x | i | u | -42.5% | u | 7.3%
COC(C[C@@H]1O[C@@H]1[C@@H](O)COCc1ccccc1)OC
 : 0.6 | 0.7% | -2.5% | 1.5% | i | 14.0% | 5.3% | -0.6% | -1.0%
Cn1ccc2c(N3CCCCCC3)cc3c(c21)C1CCC3C1 (configuration not stated)
 : -1.0 | u | x | u | u | x | -21.1% | -2.3% | 13.1%
Cc1ccc(S(=O)(=O)N2CCCc3ccccc32)cc1C
 : -0.9 | -12.8% | 0.6% | 7.4% | i | 2.1% | 3.2% | -0.3% | 11.7%
N=c1n(Cc2ccccc2)c2ccccc2n1CC(O)COc1ccccc1 (configuration not stated)
 : -2.6 | u | u | u | u | u | -93.8% | 3.0% | -4.7%
Cc1cccc(NC(=O)CN2C(=O)/C(=C3\SC(=S)N(CC4CCCO4)C3=O)c3ccccc32)c1 (configuration not stated)
 : -0.2 | -13.7% | 11.4% | x | i | 0.5% | -1.9% | 0.4% | 4.9%
O=C(NCc1cccnc1)c1cc(S(=O)(=O)N2CCOCC2)c(Cl)cc1Cl
 : 3.2 | 1.4% | -1.6% | 5.2% | i | -0.1% | -1.2% | 0.1% | 4.1%
CC(C)C(c1nnnn1Cc1cccs1)N1CCN(c2ccccc2)CC1 (configuration not stated)
 : -1.1 | -2.2% | 0.3% | -3.1% | i | -5.3% | -12.1% | -0.7% | 1.2%
COc1cc(NC(=O)c2cc3ccccc3o2)c(OC)cc1Br
 : 0.4 | 0.5% | 1.7% | -17.3% | i | -12.3% | -18.8% | 1.5% | 10µM*
Cc1ccccc1CN1C(=O)c2ccccc2Sc2ccc(C(=O)NCCc3ccccc3)cc21
 : x | u | 9.3% | x | x | x | -21.5% | 4.5% | x
CC(C)N(C)c1ncnc2c1ncn2[C@H]1CN(CCN2CCOCC2)C[C@@H](CO)O1
 : 2.0 | 2.2% | x | 10.3% | i | x | 7.1% | 0.0% | 6.4%
COc1cccc(NC(=O)CN(C)CC(=O)NC(C)c2ccccc2)c1 (configuration not stated)
 : -1.0 | 3.9% | -1.3% | 5.1% | i | 7.7% | 2.4% | 0.2% | -1.0%
Cn1nc(C(=O)Nc2ccc(S(=O)(=O)N3CCCCC3)cc2)ccc1=O
 : -2.4 | -15.7% | -1.2% | -15.1% | i | u | -36.7% | -0.9% | -0.3%
COCCn1c(SCC(=O)NC2CCCCC2)nnc1-c1ccco1
 : 0.7 | 13.5% | 1.3% | 3.8% | i | -9.4% | -20.3% | 0.0% | 12.5%
CCc1ccc(NS(=O)(=O)c2cc3[nH]c(=O)c(=O)[nH]c3cc2C)cc1
 : -0.2 | 23.9% | 0.9% | x | i | 13.1% | 5.3% | -0.6% | 9.5%
CC(C)n1c(=O)[nH][nH]c1=S
 : 1.8 | 0.2% | 1.5% | -4.7% | i | 12.7% | -27.8% | -0.5% | -0.3%
O=C(NCC(c1ccco1)S(=O)(=O)c1cccs1)c1ccc(F)c(F)c1 (configuration not stated)
 : x | -11.9% | -3.8% | x | x | x | -14.4% | -1.3% | x
COc1ccccc1NC(CC(=O)c1ccccc1)C(=O)OCC(=O)c1ccc(Br)cc1 (configuration not stated)
 : 0.1 | 23.9% | 0.2% | 115.3%[activator] | u | u | -22.8% | 22.4µM* | -1.8%
COc1cc(/C=c2/sc3nc(-c4ccccc4)c(-c4ccccc4)n3c2=O)cc(OC)c1OC
 : 0.1 | -2.3% | 6.3% | -17.4% | i | u | -45.3% | -1.2% | 8.0%
CSc1ccccc1NC(=O)CN1CCCCC1
 : 0.3 | 3.9% | -0.8% | -10.5% | i | 5.9% | -10.5% | 0.0% | 1.5%
O=C(O)/C=C\C(=O)Nc1ccc(OCc2ccccc2)cc1
 : -0.2 | -25.6% | 0.8% | 13.6% | i | 18.1% | -15.3% | 0.2% | 4.1%
CCc1ccc(S(=O)(=O)Nc2c(C)nn(C)c2C)cc1
 : -2.6 | -39.0% | -10.5% | -4.9% | i | x | 1.3% | 0.2% | -0.8%
c1ccc(-c2nn[nH]n2)nc1
 : -0.1 | -3.3% | -5.0% | 1.5% | i | -16.9% | 4.0% | 0.1% | 2.7%
CC(Oc1cccc(Cl)c1)C(=O)Nc1ccc(N2CCOCC2)cc1N1CCOCC1 (configuration not stated)
 : 0.7 | u | -1.2% | -23.4% | i | -24.5% | -12.1% | 3.7% | 12.3%
COc1cc(/C=C/C(=O)NC2CCCCC2)cc(OC)c1OC
 : 4.3 | 0.3% | -1.7% | 10.8% | i | -10.4% | 0.5% | 0.2% | -1.6%
O=C(CNC(=O)c1ccc(Br)cc1)NC1=NCCS1
 : -0.5 | -0.2% | 3.2% | -3.4% | i | 1.7% | -2.1% | 1.6% | 21.2%
COc1ccccc1NC(=O)c1c([N+](=O)[O-])cnn1C
 : 0.3 | 6.8% | 4.3% | x | i | 6.3% | -1.5% | u | 11.3%
CSc1nccc(Oc2cncc(Cl)c2)n1
 : 2.9 | 7.5% | 1.9% | 32.3% | i | -15.3% | 18.2% | 4.7% | 7.8%
Cc1nc(CN2CCC(c3ccccc3)CC2)cc(=O)[nH]1
 : -1.0 | 5.1% | 8.4% | -6.9% | i | u | -0.4% | 0.0% | -7.6%
Cc1ccc(/C(O)=C/C(=O)C(=O)NNC(=O)C(O)(c2ccccc2)c2ccccc2)cc1
 : -0.3 | u | -8.6% | 1.6% | i | u | -25.4% | 0.4% | 9.7%
CCN(CC(=O)NCc1ccc(F)cc1)CC(O)COCc1cccc(OC)c1 (configuration not stated)
 : -0.5 | 12.6µM* | 1.9% | -1.7% | i | 2.2% | -40.8% | 0.0% | 6.4%
CNc1c(NS(=O)(=O)c2ccc(Cl)s2)c(=O)oc2ccccc12
 : 0.8 | -13.2% | 3.0% | -5.8% | i | -7.1% | -14.5% | -0.7% | 4.6%
Cn1c(=O)n(/N=C/c2ccccc2)c2ccccc21
 : -1.7 | -12.3% | 10.7% | 4.1% | i | 3.5% | -3.6% | 11.2µM* | 0.9%
COc1cc(NC(=O)c2cc3cc4cc(OC)ccc4nc3o2)cc(OC)c1
 : x | -4.3% | -0.2% | x | x | x | -5.6% | 2.6% | x
COc1ccc(OCC(=O)N/N=C/c2ccc(N(C)C)cc2)cc1
 : -1.7 | -0.1% | -0.4% | 5.9% | i | u | -8.6% | 3.1% | 7.4%
COc1ccc(-c2c(-c3ccc(S(C)(=O)=O)cc3)sc3ccc(OC)cc23)cc1
 : -0.5 | -0.2% | -1.3% | -16.1% | i | u | -21.6% | 2.8% | 9.8%
O=C(NCC(=O)N(c1ccc(F)cc1)C(C(=O)NCC1CCCO1)c1ccccc1)c1ccco1 (configuration not stated)
 : -3.0 | -7.5% | -1.4% | 36.1% | i | 14.4% | -16.5% | 0.2% | 4.7%
O=C(O)COCC(=O)N1CCc2c([nH]c3ccccc23)C1C(F)(F)F (configuration not stated)
 : 1.8 | 11.8% | -0.3% | 3.3% | i | 4.1% | -7.2% | -0.3% | 3.4%
Cc1cccc(NS(=O)(=O)c2cc(C(=O)N3CCCCCC3)ccc2C)c1
 : 4.0 | -3.2% | -3.0% | u | u | u | -13.5% | -0.9% | 19.5%
O=CNc1c(Cl)cc2c(c1Cl)Cc1cc([N+](=O)[O-])ccc1-2
 : 0.2 | 3.16µM* | -10.0% | -5.6% | i | -29.4% | -31.8% | u | -0.2%
CCc1ccccc1NC(=O)C1=C(C)C(=O)OC12CCCCCC2
 : x | -23.8% | 2.7% | x | x | u | -13.4% | -1.4% | x
COc1ccc(N2CCN(Cc3nc4c(c(=O)[nH]c(=O)n4C)n3CC(C)=O)CC2)cc1
 : -2.6 | 5.4% | 0.4% | 1.5% | i | 5.0% | 3.5% | -0.8% | 2.2%
O=C(O)c1c(NC(=O)c2cccc3ccccc23)sc2c1CCC2
 : -0.5 | -4.5% | -7.0% | 1.3% | i | -3.4% | -16.5% | -0.1% | 2.1%
C[C@H](NC(N)=O)C(=O)OCC(=O)Nc1ccc(OC(F)F)cc1
 : 0.4 | -2.9% | -0.5% | 2.8% | i | 13.0% | -1.8% | -0.5% | -2.2%
CCc1ccccc1NC(=O)CCNS(=O)(=O)c1ccc2c(c1)CCCC(=O)N2
 : x | 19.0% | 0.9% | -0.6% | i | 26.8% | -1.6% | -0.7% | x
COc1ccc(CN(CCC(c2ccccc2)c2ccc(OC(C)C)cc2)C(=O)CCl)cc1OC (configuration not stated)
 : -2.6 | u | u | u | x | -18.7% | 10µM* | -3.5% | -7.2%
COc1cccc(CNC(=O)CN(c2ccc(C(C)C)cc2)S(=O)(=O)c2c(C)noc2C)c1
 : -0.3 | u | -4.9%&-6.8% | u | u | 16.4µM* | -27.4%&-31.9% | 2.4%&-0.3% | 14.8%
COCCn1c(=N)c(C(=O)NCC2CCCO2)cc2c(=O)n3ccccc3nc21 (configuration not stated)
 : x | 0.0% | u | 5.1% | x | 5.2% | -8.8% | 0.3% | x
CCOc1ccccc1N(C)C(=O)c1cn(CC)c(=O)c2cc(OC)c(OC)cc12
 : -0.3 | 14.5% | -7.8% | -19.9% | i | -7.2% | 5.3% | 0.0% | 12.1%
